Bioassay records: PubChem, several laboratories
NPY2 pot ag: human NPY-Y2 potentiation or agonism, primary screen; P49146; cells expressing NPY-Y2, potentiator/agonist read-out; activation, % at 3.6 µM; actives 0.45% (n = 220,000); in the data active = activation above about 27%;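 also: cells stimulated with NPY near EC25 plus isoproterenol at EC100; 0% = vehicle plus submaximal agonist and 100% = vehicle plus saturating agonist; some results beyond the cut were filed as inactive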
Target sequence (P49146 whole entry, looked up): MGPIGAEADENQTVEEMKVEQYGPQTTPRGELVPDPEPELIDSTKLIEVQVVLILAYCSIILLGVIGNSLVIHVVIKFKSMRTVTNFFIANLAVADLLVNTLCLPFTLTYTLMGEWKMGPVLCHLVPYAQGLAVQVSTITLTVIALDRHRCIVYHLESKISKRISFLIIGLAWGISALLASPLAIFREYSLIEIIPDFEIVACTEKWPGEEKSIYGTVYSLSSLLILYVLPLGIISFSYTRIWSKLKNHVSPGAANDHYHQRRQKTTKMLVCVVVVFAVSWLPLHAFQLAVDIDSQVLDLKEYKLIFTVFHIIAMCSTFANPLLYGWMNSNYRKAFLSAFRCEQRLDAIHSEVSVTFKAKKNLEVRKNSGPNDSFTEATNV
S1P4 agonist: activates the human S1P4 receptor | O95977 | S1P4-expressing cell line, agonist reporter assay | activation, % at 4.98 µM | actives 0.35% (n = 220,000) | AID 1509; in the data active = activation above about 11%;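 also: 0% = DMSO vehicle and 100% = reference agonist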
Target sequence (O95977 whole entry, looked up): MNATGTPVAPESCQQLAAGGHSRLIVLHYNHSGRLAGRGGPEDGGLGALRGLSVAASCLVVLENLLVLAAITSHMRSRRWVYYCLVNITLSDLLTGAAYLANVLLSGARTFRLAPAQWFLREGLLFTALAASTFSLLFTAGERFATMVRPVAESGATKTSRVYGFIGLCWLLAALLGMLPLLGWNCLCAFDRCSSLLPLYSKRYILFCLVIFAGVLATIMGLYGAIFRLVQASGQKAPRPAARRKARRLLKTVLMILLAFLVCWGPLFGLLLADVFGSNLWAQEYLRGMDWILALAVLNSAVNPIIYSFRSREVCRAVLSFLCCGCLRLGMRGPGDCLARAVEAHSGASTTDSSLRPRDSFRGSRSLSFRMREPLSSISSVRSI
CHOP inhibitor: CHOP inhibition in unfolded protein response | AID 2732 | inhibition, % at 10 µM | actives 3.8% (n = 220,000) | CHO-K1 CHOP-promoter luciferase, tunicamycin-induced, 15-18 h;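 active = compounds that reduced the stress-induced luciferase reporter signal by more than about 70% of percent inhibition, limit read from the data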;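 also: 0% = tunicamycin plus vehicle and 100% = wells without tunicamycin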
BaF3 tox: parental Ba/F3 viability inhibition as JAK2V617F counter-screen; actives 1.1% (n = 220,000); inhibition, % at 5.6 µM; CellTiter-Glo ATP luminescence;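 active = inhibition above a per-campaign cutoff, the mean inhibition of all tested compounds plus 3 SD, cut at about 27% in these data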;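 also: 0% = DMSO wells and 100% = JAK Inhibitor I control wells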
NPY-Y1 PAM-ag: potentiates or activates human NPY-Y1 receptor | AID 1304 | P25929 | NPY-Y1 expressing cells, potentiator/agonist activation | activation, % at 3.6 µM | actives 0.37% (n = 220,000); in the data active = activation above about 33%, passing the limit was not always enough;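 also: cells stimulated with NPY at EC10 then isoproterenol at EC100; 0% = low agonist plus stimulus and 100% = saturating agonist plus stimulus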
S1P4 antagonist: human S1P4 receptor antagonism | S1P4-expressing cells, antagonist mode, reporter read-out | inhibition, % at 4.98 µM | actives 0.26% (n = 220,000) | AID 1510; in the data active = inhibition above about 29%;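 also: 0% = wells stimulated with agonist and 100% = vehicle wells without agonist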
p47phox inh: blocks human p47phox regulatory protein of NADPH oxidases. actives 0.53% (n = 220,000). AID 1274. p47phox/p22phox peptide binding, fluorescence polarization, 2 h. inhibition, % at 24.7 µM;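 active = inhibition above about 30%, limit read from the data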;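 also: 0% = p47phox with labelled peptide and 100% = labelled peptide alone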
NPY-Y1 antag: blocks the human neuropeptide Y Y1 receptor; P25929; HEK293-CNG Y1 cells, membrane potential fluorescence; NPY at EC95, then isoproterenol; inhibition, % at 3.6 µM; actives 1% (n = 200,000);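 active = inhibition above the campaign mean inhibition of all tested compounds plus 3 SD, cut at about 20% in these data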;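 also: 0% = DMSO wells given NPY plus isoproterenol and 100% = isoproterenol alone without NPY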
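Material: HEK293 Y1/CNG channel cell line; also added: NPY (25 nM), isoproterenol (1 µM), Ro 20-1724 (25 µM); doses: one concentration, 3.6 µM, in 0.4% DMSO; schedule: compound incubation 1 h at room temperature, readout 45 min post-stimulation; technique: membrane potential fluorescence; measure: fluorescence ratio normalized to % inhibition between controls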
Ba/F3 V617F tox: reduce viability of Ba/F3 cells dependent on JAK2V617F; Ba/F3 EpoR-JAK2V617F viability, ATP luminescence; inhibition, % at 5.6 µM; actives 1.1% (n = 220,000);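 active = inhibition above the campaign mean plus 3 SD over all tested compounds, cut at about 24% in these data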;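 also: cytokine-independent growth of Ba/F3 cells driven by EpoR plus mutant JAK2; 0% = DMSO-treated cells and 100% = JAK inhibitor I control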
An asterisk follows results filed as active; . = no result given. Rows were taken by chance, and some 7.1% of all compounds hit somewhere here.

SMILES | NPY2 pot ag | S1P4 agonist | CHOP inhibitor | BaF3 tox | NPY-Y1 PAM-ag | S1P4 antagonist | p47phox inh | NPY-Y1 antag | Ba/F3 V617F tox
O=C(COC(=O)COc1ccc(Cl)cc1Cl)Nc1cccnc1Cl | -2 | -0.1 | 9 | 6 | -2 | -17 | -10 | -1 | 3
Clc1ccc(-c2nnc(SCc3nc4ccccc4[nH]3)o2)c(Cl)c1 | -17 | 2.2 | 29 | 2 | -19 | -8 | -14 | 7 | -5
O=C(NCc1ccccc1)c1ccc(CN(c2ccccn2)S(=O)(=O)c2ccccc2)cc1 | 19 | -1.0 | -10 | 1 | 4 | 0 | -18 | -5 | -4
CCOC(=O)c1c(C)[nH]c(=S)c(C#N)c1-c1ccc(OC)cc1 | 4 | 0.1 | -28 | 0 | -2 | -13 | 0 | 7 | -5
CC1CC(C(F)(F)C(F)(F)F)n2nc(C(=O)O)cc2N1 (stereo not given) | 10 | 1.3 | -11 | 4 | 10 | -20 | -7 | 3 | 0
CC(O)(C#CCN1CCCCC1)c1ccccc1 (stereo not given) | -2 | 0.2 | 16 | -1 | 2 | 0 | 8 | 1 | -3
CC(C)CCNC(=O)NC(=O)COC(=O)/C=C/c1cnc2ccccc2n1 | -4 | -1.0 | 68 | 3 | -15 | 10 | -9 | -2 | 0
CN(NC1OC(=O)c2ccccc21)c1ncc(C(F)(F)F)cc1Cl (stereo not given) | -1 | -0.6 | 4 | -1 | -6 | 13 | 4 | . | -1
O=C(Nc1ccc(Cl)cc1)Nc1ccc(N2CCCC2)c(S(=O)(=O)Nc2ccccc2Cl)c1 | 10 | -0.9 | 100* | 37* | -11 | 6 | -25 | 0 | 53*
CN(Cc1ccccc1)C(=O)COC(=O)c1cc(-c2ccc(Cl)s2)nc2ccccc12 | -4 | 1.1 | 13 | 6 | -16 | 7 | -22 | 3 | 0
O=C(COc1ccccc1/C=C1/NC(=O)NC1=O)Nc1ccccc1 | 0 | -1.3 | -66 | 7 | -12 | -12 | -8 | -3 | -2
CC(C)CC(=O)c1c[nH]c(C(=O)NCC2CCCO2)c1 (stereo not given) | -13 | 2.5 | 6 | 3 | -18 | 8 | 4 | -3 | -1

Three structures out of the list, sorted by formula weight, descending.
SMILES | NPY2 pot ag | S1P4 agonist | CHOP inhibitor | BaF3 tox | NPY-Y1 PAM-ag | S1P4 antagonist | p47phox inh | NPY-Y1 antag | Ba/F3 V617F tox
CC1CC(C(F)(F)C(F)(F)F)n2nc(C(=O)O)cc2N1 (stereo not given) | 10 | 1.3 | -11 | 4 | 10 | -20 | -7 | 3 | 0
CC(C)CC(=O)c1c[nH]c(C(=O)NCC2CCCO2)c1 (stereo not given) | -13 | 2.5 | 6 | 3 | -18 | 8 | 4 | -3 | -1
CC(O)(C#CCN1CCCCC1)c1ccccc1 (stereo not given) | -2 | 0.2 | 16 | -1 | 2 | 0 | 8 | 1 | -3

Additional compounds:
SMILES | NPY2 pot ag | S1P4 agonist | CHOP inhibitor | BaF3 tox | NPY-Y1 PAM-ag | S1P4 antagonist | p47phox inh | NPY-Y1 antag | Ba/F3 V617F tox
O=C(N/N=C/c1cc([N+](=O)[O-])ccc1O)C12CC3CC(CC(C3)C1)C2 | 12 | 2.8 | 22 | 2 | 15 | -11 | 18 | 6 | -3
COCCSc1ncnc2c1oc1nc3c(cc12)COC(C)(C)C3 | 11 | 1.1 | 7 | 11 | 9 | -4 | 0 | . | 8
CCOC(=O)c1cnc2ccc(Cl)cc2c1N1CCN(C)CC1 | -2 | 0.0 | -20 | 5 | 5 | -25 | -7 | 3 | -1
CCC(=O)Nc1cccc(C(=O)c2ccc(C)c(C)c2)c1 | 0 | 0.3 | 32 | 3 | 13 | -5 | -12 | -4 | 0
Fc1ccc(-c2nc(-c3cccs3)no2)cc1 | -15 | -0.4 | 31 | 1 | -1 | 2 | 0 | . | 1
CCOC(=O)C1CCN(C(=O)COC(=O)COc2ccccc2OC)CC1 | 18 | -0.2 | 14 | -1 | 11 | 12 | 7 | 1 | -3
CN(C)c1nc2sc3c(c2c(=O)n1C)CC(C)(C)OC3 | 5 | 1.4 | 20 | 5 | 0 | -6 | -14 | 1 | -1
CCCCN(C)Cc1cc(=O)oc2cc3c(cc12)CCCC3 | -29 | -0.6 | -4 | -2 | -27 | 2 | -6 | . | -5
CCSc1oc(-c2ccco2)nc1S(=O)(=O)c1ccccc1 | 1 | -2.9 | 16 | 3 | -4 | -7 | -5 | 0 | -1
CCOC(=O)CNC(=O)CSc1nc2cccnc2n1C | -12 | -1.3 | 34 | 8 | -13 | -13 | -2 | 3 | 0
Cc1ccc(NC(C)C(=O)N/N=C/c2c[nH]c3ccccc23)cc1 (stereo not given) | 8 | -0.6 | 28 | 4 | -2 | 1 | -10 | -1 | -1
CCOC(=O)c1cc2sc(C)cc2n1CC(=O)N1CCN(C(=O)c2ccco2)CC1 | -3 | -0.4 | -8 | 1 | 6 | -26 | -18 | -3 | -3
CN(C)c1cc[n+](CC(=O)c2ccc(-c3ccccc3)cc2)cc1 | 9 | 0.3 | 11 | 68* | 6 | -19 | 0 | 6 | 99*
CC12C=CC(=O)C=C1CCC1C3CCC(O)(C(=O)CO)C3(C)CC3OC312 (stereo not given) | 1 | -1.2 | 17 | 5 | 14 | -20 | -2 | 5 | 0
CC(NC(=O)Cc1cccs1)C(c1cccs1)N1CCN(c2ccccc2F)CC1 (stereo not given) | 4 | -2.0 | 28 | 4 | -1 | 15 | -49 | 1 | 0
COc1ccc(CCn2nnnc2C(c2ccc(C)cc2)N2CCN(C)CC2)cc1OC (stereo not given) | -6 | 0.6 | 21 | 1 | -8 | 15 | -1 | -1 | 2
COc1ccc(NC(=O)c2ccccc2NC(=O)CSc2ccc(C)cc2)cc1 | 8 | 1.1 | -48 | -3 | 23 | -1 | -13 | -1 | -7
O=C(c1ccc(OC2CCN(Cc3ccccn3)CC2)cc1)N1CCCCCC1 | 8 | -0.1 | 8 | 6 | 9 | 7 | -3 | 2 | -1
O=C(N/N=C/c1ccc(Br)cc1)c1ccc(F)cc1 | 2 | 0.8 | -23 | 2 | 4 | -3 | -4 | 5 | -2
CCCCN=C1NC(=O)C(CC(=O)Nc2ccc(Cl)cc2)S1 (stereo not given) | 12 | 0.6 | 11 | 3 | -6 | 10 | -23 | -8 | 2
COc1cc(C)nc(N(Cc2ccccc2)S(=O)(=O)c2ccccc2)n1 | 1 | 0.1 | 49 | 3 | 6 | -6 | 0 | 8 | -3
CCN(CC)C(=O)N1CCN(S(=O)(=O)c2ccc(C)c(C)c2)CC1 | -9 | 1.1 | 6 | 5 | -26 | -18 | 0 | -2 | -2
CCC(=O)Nc1ccc2c(c1)nc(CCN1CCN(c3ccccc3)CC1)n2C | 18 | -1.2 | -12 | 1 | 0 | 3 | 0 | . | 0
CCOC(=O)C1CCN(S(=O)(=O)c2cccc(-c3cn4cccc(C)c4n3)c2)CC1 | -6 | 1.8 | 36 | 0 | -18 | -7 | 1 | -4 | 1
CC(C)NC(=O)c1cc2cc(Br)ccc2oc1=O | -14 | -0.5 | 16 | 27 | 0 | -10 | -30 | 5 | 10
COc1ccc(CNc2ncnc(N)n2)cc1 | -13 | -0.3 | 4 | 1 | -3 | 14 | 0 | -5 | -4
CCN(CC)C(=O)Cn1cnc2c1c(=O)n(C)c(=O)n2C | 2 | -0.7 | -10 | 2 | 9 | -5 | -6 | -7 | -3
COc1cc(-c2[nH]nc3c2C(c2ccoc2)C(C#N)=C(N)O3)cc(OC)c1OC (stereo not given) | -5 | -1.0 | -11 | 0 | -11 | -17 | -10 | 9 | 0
FC(F)Sc1ccc(Nc2ncnc3nc[nH]c23)cc1 | -11 | 0.8 | -7 | 7 | -19 | -18 | -15 | 0 | 2
CCCCN1CCCCC1C(=O)Nc1c(C)cc(C)cc1C (stereo not given) | -20 | 1.0 | 4 | 5 | -9 | 8 | -13 | 6 | 3
COc1ccc(OC)c(CNC(=O)COc2cc(=O)n(C)c3ccccc23)c1 | 5 | -2.4 | . | 4 | -5 | -14 | . | -5 | -1
CCOc1cc(-c2nc(-c3ccccc3OC)no2)cc(OCC)c1OCC | -3 | -0.1 | 76* | -1 | -6 | -14 | -251 | 0 | -4
Cc1ccc(S(=O)(=O)N2CCCSCC2)cc1 | 11 | -0.6 | 42 | 7 | 9 | 4 | -9 | 0 | -2
CC(C)CCn1c2ccccc2c2cc(CC(N)=O)ccc21 | -14 | -0.6 | 2 | -1 | 10 | -10 | -7 | . | 3
Fc1ccc(C2CC(c3ccco3)=NN2c2ccccc2)cc1 (stereo not given) | -8 | 1.8 | 54 | 7 | 17 | -1 | -7 | 8 | 3
Cc1ccc(C(=O)N/N=C\c2ccc[nH]2)cn1 | 5 | -0.9 | 18 | -4 | -7 | 8 | -11 | 2 | 3
Cc1sc2ncnc(N3CCC(C(=O)Oc4cccc(Cl)c4Cl)CC3)c2c1C | -13 | 0.3 | 6 | 4 | -24 | -13 | -12 | 5 | -2
COc1ccc(NC(=O)COC(=O)c2cc(SC)ccc2Cl)c(OC)c1 | -6 | -0.2 | 14 | 6 | -2 | -8 | -4 | 9 | 8
COc1cccc(C2CC(c3ccccc3)Nc3ncnn32)c1 (stereo not given) | -5 | 1.9 | -21 | 4 | -13 | -4 | -10 | 3 | 2
COc1ccccc1C(=O)NNC(=S)NC(=O)c1cc(OC)c(OC)c(OC)c1 | 2 | -1.0 | 55 | 7 | -4 | 0 | -4 | 0 | 2
CCC(C)NS(=O)(=O)c1ccc(OCC(=O)N2CCCC2)cc1 (stereo not given) | 4 | 0.4 | 17 | 8 | 1 | -14 | -7 | -4 | 3
COc1cccc(CN2CCN(Cc3c(C)nn(C(C)C)c3C)CC2CCO)c1 (stereo not given) | 5 | 1.0 | 6 | 3 | 13 | -7 | -4 | -5 | -3
CC(C)C(=O)Nc1ccc2nn(-c3ccccc3)nc2c1 | 0 | 3.9 | 21 | 8 | 1 | -19 | -8 | 6 | 6

Filtered by structure: those above with an aryl thioether with sulfur outside any ring.
SMILES | NPY2 pot ag | S1P4 agonist | CHOP inhibitor | BaF3 tox | NPY-Y1 PAM-ag | S1P4 antagonist | p47phox inh | NPY-Y1 antag | Ba/F3 V617F tox
Clc1ccc(-c2nnc(SCc3nc4ccccc4[nH]3)o2)c(Cl)c1 | -17 | 2.2 | 29 | 2 | -19 | -8 | -14 | 7 | -5
COCCSc1ncnc2c1oc1nc3c(cc12)COC(C)(C)C3 | 11 | 1.1 | 7 | 11 | 9 | -4 | 0 | . | 8
CCSc1oc(-c2ccco2)nc1S(=O)(=O)c1ccccc1 | 1 | -2.9 | 16 | 3 | -4 | -7 | -5 | 0 | -1
CCOC(=O)CNC(=O)CSc1nc2cccnc2n1C | -12 | -1.3 | 34 | 8 | -13 | -13 | -2 | 3 | 0
COc1ccc(NC(=O)c2ccccc2NC(=O)CSc2ccc(C)cc2)cc1 | 8 | 1.1 | -48 | -3 | 23 | -1 | -13 | -1 | -7
FC(F)Sc1ccc(Nc2ncnc3nc[nH]c23)cc1 | -11 | 0.8 | -7 | 7 | -19 | -18 | -15 | 0 | 2
COc1ccc(NC(=O)COC(=O)c2cc(SC)ccc2Cl)c(OC)c1 | -6 | -0.2 | 14 | 6 | -2 | -8 | -4 | 9 | 8
